GLP-1R inv ag – qHTS of GLP-1 Receptor Inverse Agonists (Inhibition Mode) | hit rate 1.6% among 410,000 | HEK293 GLP-1R CRE-luciferase, luminescence, 24 h; GLP-1R form is constitutively active | Potency, µM (top dose mostly 38.3 µM), without a hit: at the top dose activity change, negative = inhibition, hits mostly inhibitors | Glucagon-like peptide 1 receptor (Homo sapiens), P43220 | AID 624417, 2012; note: potency is the fitted concentration of half-maximal effect; % is set by controls: 0 for no effect and ±100 for the full control effect; nearly all actives have a fitted effect of over 55% in size
Target sequence (P43220 whole entry, looked up): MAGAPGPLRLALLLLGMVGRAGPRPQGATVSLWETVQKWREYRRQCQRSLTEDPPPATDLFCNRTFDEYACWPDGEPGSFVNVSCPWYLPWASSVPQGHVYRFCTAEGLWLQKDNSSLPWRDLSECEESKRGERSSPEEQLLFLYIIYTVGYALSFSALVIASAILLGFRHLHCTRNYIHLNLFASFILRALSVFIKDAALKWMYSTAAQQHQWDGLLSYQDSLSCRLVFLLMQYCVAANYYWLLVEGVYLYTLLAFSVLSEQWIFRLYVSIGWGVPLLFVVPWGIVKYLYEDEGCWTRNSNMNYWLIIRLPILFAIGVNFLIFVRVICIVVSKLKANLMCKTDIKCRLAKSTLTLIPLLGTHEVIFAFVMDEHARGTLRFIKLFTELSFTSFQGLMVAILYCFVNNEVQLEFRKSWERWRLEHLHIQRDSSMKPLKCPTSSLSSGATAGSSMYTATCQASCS
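Seeding at 200 cells/uL, 12 h culture, 24 hr compound treatment, then luciferase reagent and a luminescence read; cells are HEK293 stably expressing a constitutively active GLP-1R plus cAMP-responsive luciferase.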
TDP-43 yeast inh – qHTS of TDP-43 Inhibitors; AID 652104, 2013; hit rate 1.8% among 410,000; Potency, µM (series often up to 46.1 µM), without a hit: at the top dose growth rescue (activation), usual class: activators; TDP-43 expressing yeast growth rescue, BacTiter-Glo, 24 h; note: potency is the fitted concentration of half-maximal effect; % of control where 0% means no effect; nearly all actives have a fitted effect of over 50% in size
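Yeast expressing TDP-43 (pregrown in raffinose, seeded at OD600=0.02 in galactose medium) exposed to compounds 24 hr at 30 deg C. Growth read by BacTiter-Glo luminescence; rescue of toxicity appears as increased signal.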
aSyn rescue – qHTS of alpha-syn Inhibitors; hit rate 0.14% among 370,000; Yeast expressing alpha-synuclein, growth rescue, BacTiter-Glo, 24 h; Potency, µM (doses to about 46.1 µM), without a hit: top-dose growth rescue (activation), most hits filed as activators; note: potency is the fitted concentration of half-maximal effect; % of control where 0% means no effect; nearly all actives have a fitted effect of over 65% in size
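Galactose-induced alpha-syn yeast (OD600=0.02, raffinose-pregrown) + pinned cpd, 24 hr, 30 deg C; growth by BacTiter-Glo luminescence. Growth restoration scores as activation.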
FUS yeast rescue – qHTS for Suppressors of FUS Proteinopathy: Primary screen using FUS-linked yeast assay. S. cerevisiae FUS-expressing, growth rescue, OD600, 24 h. Potency, µM (doses to about 76.6 µM), without a hit: top-dose growth rescue (activation), most hits filed as activators. hit rate 0.24% among 390,000. AID 1347120, 2019;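 note: potency is the fitted concentration of half-maximal effect; plate controls were DMSO vehicle for no effect and reference control for full effect; nearly all actives have a fitted effect of over 55% in size; some results filed as inactive show a strong effect at the top dose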
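Restored growth of FUS-toxic S. cerevisiae, read as 600 nm absorbance after 24 h at 30C in galactose medium (starting OD 0.005). Controls CP55940 and DMSO.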
GLP1R cytotox – qHTS of GLP-1 Receptor Inverse Agonists: Cytotox Screen | HEK293 cAMP-luciferase reporter cells, luminescence, 24 h | Potency, µM (titrated, usually from 38.3 µM), without a hit: at the top dose activity change, negative = inhibition, hits mostly inhibitors | hit rate 0.13% among 410,000 | AID 624418, 2012;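 note: loss of luciferase light is scored as toxicity; potency is the fitted concentration of half-maximal effect; % is set by controls: 0 for no effect and ±100 for the full control effect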
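Quantitative HTS format, 1536 wells, 200 cells/uL seeded. Compounds: 23 nL, 24 h, 37 °C. Detection: luciferase reagent, luminescence at 12 min RT; decreased signal taken as cytotoxic.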
PTHR1 agonist – qHTS for PTHR1 Agonists: Primary Screen. Potency, µM (titrated, usually from 115 µM), inactives show at the top dose activation, hits mostly activators. Parathyroid hormone/parathyroid hormone-related peptide receptor (Homo sapiens), Q03431. HEK293 GP2 PTHR1 cells, GloSensor cAMP luminescence, 1 h. hit rate 0.075% among 410,000; note: potency is the fitted concentration of half-maximal effect; nearly all actives have a fitted effect of over 55% in size; some results filed as inactive show a strong effect at the top dose; inactives centre near -15; many of its hits are not listed in these tables
Target sequence (Q03431 whole entry, looked up): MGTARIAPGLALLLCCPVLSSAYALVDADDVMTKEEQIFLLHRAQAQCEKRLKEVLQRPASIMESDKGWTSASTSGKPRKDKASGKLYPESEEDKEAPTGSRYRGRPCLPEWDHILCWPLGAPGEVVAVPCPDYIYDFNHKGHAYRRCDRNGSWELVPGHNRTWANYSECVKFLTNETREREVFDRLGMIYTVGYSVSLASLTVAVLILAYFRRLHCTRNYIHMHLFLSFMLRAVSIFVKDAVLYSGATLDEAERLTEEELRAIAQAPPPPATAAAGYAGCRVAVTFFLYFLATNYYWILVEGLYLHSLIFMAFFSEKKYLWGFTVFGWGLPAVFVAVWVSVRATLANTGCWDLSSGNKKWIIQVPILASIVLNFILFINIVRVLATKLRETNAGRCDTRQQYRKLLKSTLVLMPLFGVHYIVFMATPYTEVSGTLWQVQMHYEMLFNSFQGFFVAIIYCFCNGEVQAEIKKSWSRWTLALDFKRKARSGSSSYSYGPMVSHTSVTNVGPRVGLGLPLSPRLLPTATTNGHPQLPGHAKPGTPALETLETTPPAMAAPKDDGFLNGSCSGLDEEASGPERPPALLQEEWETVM
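HEK-293-derived GP2 cells expressing PTHR1 and a GloSensor cAMP reporter, 3,000/well, plated overnight, given luciferin plus IBMX (each 0.5 mM as added) for 1 h at 37 °C, then compound for 1 h at 37 °C. Luminescence was read after 15 min at room temperature.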
Mm-Cpn inhibitor – Inhibitors of TCP-1 ring complex (TRiC) of Methanococcus maripaludis (MmCpn): qHTS | Chaperonin Mm-Cpn (Methanococcus maripaludis) | purified Mm-Cpn ATPase, ADP Transcreener TR-FRET | Potency, µM (top dose mostly 76.9 µM), for inactives: top-dose activity, negative = inhibition, most hits filed as inhibitors | hit rate 0.031% among 330,000; note: potency is the fitted concentration of half-maximal effect; % is set by controls: 0 for no effect and ±100 for the full control effect; nearly all actives have a fitted effect of over 80% in size
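ATPase turnover read by TR-FRET ADP competition (Eu cryptate antibody/ADP-d2, 665/590 nm): 10uM ATP final, 25nM Mm-CPN final, 30 min 37degC after 10-min compound preincubation, pH 7.4 Tris/KCl/MgCl2/DTT buffer.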
pAkt inh – HTS Assay for Inhibitors of Akt Phophorylation: Primary Screen; Neuro2A IGF-stimulated pAkt S473 HTRF, 20 min; hits give low values; activity change, % for hits at 50 µM; hit rate 0.32% among 360,000; in the data active = activity change below about -80%; inconclusive = mostly about -51% to -80%; note: % is set by controls: 0 for no effect and ±100 for the full control effect
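Neuro2A cells (4,500/well, DMEM with 0.5% FBS) were treated with compound at a single 50 µM final concentration, stimulated with 6 nM IGF for 20 min at 37 °C, and lysed. Phospho-Akt Ser473 was read by HTRF as 665/615 ratio ×10^4.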
Abeta yeast res – qHTS for compounds that reverse cellular toxicity of Amyloid beta (A-beta) peptide in yeast: Primary Screen. yeast expressing A-beta42, growth rescue, OD600, 48 h; response scale: 0% DMSO, 100% iron-clioquinol control. Potency, µM (top dose mostly 46.1 µM), for inactives: at the top dose growth rescue, most hits filed as activators. hit rate 0.063% among 410,000. AID 1347071, 2019; note: potency is the fitted concentration of half-maximal effect; nearly all actives have a fitted effect of over 55% in size
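Yeast A-beta toxicity model in growth medium with pinned compounds, 48 h at 30 C; growth read as absorbance at 600 nm. Normalized to FeCl3/clioquinol equimolar mix (positive) and DMSO (negative).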
Numbers without * were called inactive; i = inactive; ? = inconclusive; / = no result given; [ ] = another dose, or the depositor's remark. Unless noted, calls come from the whole dose curve; as a rule, active = well fitted curve in the direction sought with a large enough effect; inconclusive = small, poorly fitted or top-dose-only effect, or another doubt; inactive = no such curve, though single readings can be large; an effect the other way counts as inactive or inconclusive. This is a subset; the hit share may differ from the screen's.

Results follow in this order: GLP-1R inv ag | TDP-43 yeast inh | aSyn rescue | FUS yeast rescue | GLP1R cytotox | PTHR1 agonist | Mm-Cpn inhibitor | pAkt inh | Abeta yeast res
CCc1ccccc1N(CC(=O)N1CCN(c2ccccc2F)CC1)S(C)(=O)=O
  -21% | 14% | 4% | 11% | -9% | i | 2% | i | 10%
CCOC(=O)N1CCN(C(=O)c2cccc(-n3c(=S)[nH]c4cc(Cl)ccc4c3=O)c2)CC1
  0% | -7% | 3% | ? | -17% | -24% | -1% | i | 11%
COc1ccc(C(=O)COC(=O)C2CCCN2C(=O)C23CC4CC(CC(C4)C2)C3)cc1 (configuration not stated)
  11% | 6% | 1% | 22% | -1% | i | -3% | i | 6%
CCc1ccccc1Nc1nc(N)nc(COC(=O)CCC(=O)c2ccc(F)cc2)n1
  ? | 22% | -1% | 42% | 18% | i | 0% | i | -8%
NNC(=S)Nc1c(Br)cc(F)cc1Br
  -17% | 13% | 0% | -14% | 0% | -21% | 0% | i | ?
COc1ccc(C(=O)c2ccccc2C(=O)c2ccccc2)cc1
  ? | 11% | 6% | / | -2% | -16% | / | i | 0%
COc1ccc(OC)c(C(=O)NC(CC(N)=O)c2ccc(N3CCN(c4ccc(F)cc4)CC3)c([N+](=O)[O-])c2)c1 (configuration not stated)
  -25% | 19% | 16% | 23% | -3% | -8% | -3% | i | -8%
COc1cccc(C(=O)NCc2cn3ccccc3n2)c1
  0% | 8% | / | -8% | 5% | -19% | / | / | 18%
O=C(COC(=O)Cc1ccc(F)cc1)NC1CCCC1
  1% | 8% | 1% | -3% | -3% | -21% | 0% | i | 1%
CC(C)(C)c1ccc(-c2n[nH]c(=S)n2CCCN2CCOCC2)cc1
  0% | -12%[0.397 µM] | -6% | 17% | -8% | -6% | -8% | i | 3%
CCOc1ccc(N(CC)S(=O)(=O)c2c(C)[nH]c(=O)[nH]c2=O)cc1
  8% | -14% | -3% | 30% | -1% | i | 1% | i | 1%
CCOC(=O)CSC1=C(C#N)C(c2ccc(F)cc2)C(C(C)=O)=C(C)N1 (configuration not stated)
  4% | 3% | 2% | 5% | 64%[activator] | -3% | -9% | i | 19%
Cc1cc(=O)oc2cc(OC(C)C)ccc12
  1% | 1% | ? | -3% | 5% | i | -2% | i | -8%
CCOC(=O)C1=C(CN2CCN(c3cccc(OC)c3)CC2)NC(=O)NC1c1ccc(OC)cc1 (configuration not stated)
  ? | 24% | / | 5% | 2% | -29% | / | / | 7%
C[C@H](CO)N1C[C@H](C)[C@@H](CN(C)S(=O)(=O)c2ccc(-n3cccn3)cc2)OCc2cn(nn2)CCCC1=O
  2% | 11% | -1% | -13% | 14% | -24% | / | i | 0%
O=C(CS(=O)(=O)c1ccc(F)cc1)Nc1nccs1
  17% | -18% | 3% | -18% | -17% | i | -2% | i | 6%
O=C(c1cccc(Cl)c1)N1CCC2CC1c1cc(-c3ccccc3)ccc12 (configuration not stated)
  ? | 20% | 2% | 34% | -10% | -4% | / | i | 2%
Cc1cc(C)c(CN2CCC(N3CCC(C(=O)NCC4CCCO4)CC3)CC2)cc1C (configuration not stated)
  ? | ? | 4% | 1% | -6% | i | -2% | i | 9%
CSCc1cc(C(=O)NC2CC2)c(N)s1
  6% | 20% | 0% | 12% | -4% | -22% | / | i | 10%
CCN(c1ccc(NC(=O)COC(=O)CCc2nc3ccccc3n2-c2ccccc2)cc1)C(C)C
  ? | 1% | 2% | 25% | 14% | -9% | 1% | i | -12%
O=C1Nc2c(c(=O)[nH]c(=O)n2-c2ccc(Cl)cc2)C1(NS(=O)(=O)c1ccccc1)C(F)(F)F (configuration not stated)
  4% | 6% | / | -14% | -3% | i | / | / | 0%
CCN1C(=O)c2ccccc2Sc2ccc(C(=O)O)cc21
  2% | 2% | 1% | -3% | -4% | i | 0% | i | -9%
COc1ccc(CC(=O)Nc2cccc(-c3cn4ccccc4n3)c2)cc1
  -27% | 12% | -7% | 16% | -10% | -24% | 1% | i | 2%
COc1ccc(-c2c(-c3cc(OC)cc(OC)c3)n(C)c3ccc(-c4ccc(OC)cc4F)cc23)cc1
  -12% | -24% | -11% | -2% | 16% | -9% | 1% | i | 10%
O=C(N/N=C/c1ccccc1OC(F)F)C1=COCCO1
  4% | -5% | -2% | -3% | 8% | -62%[inhibitor] | -2% | i | -10%
Cc1ccc(S(=O)(=O)N2CCN(S(=O)(=O)N(C)C)CC2)cc1
  14% | -6% | 0% | -8% | 6% | i | -1% | i | -11%
CN(Cc1ccc(F)cc1)C(=O)COc1ccc2ccccc2c1
  ? | 2% | 10% | -1% | 6% | -15% | -5% | i | 0%
COc1ccc(C(=O)N2CCC(C(=O)Nc3ccccc3OC)CC2)cc1
  13% | 26% | 1% | 21% | -6% | i | 1% | i | 11%
C=CCNC(=O)CN(Cc1ccccc1)S(=O)(=O)c1ccccc1
  3% | -3% | 2% | -12% | -3% | i | 1% | i | 8%
O=C(O)Cc1sc(Nc2ccccc2Cl)nc1-c1ccccc1
  5% | 2% | / | -5% | 2% | -14% | / | / | -4%

Limited to pAkt inh, GLP-1R inv ag and aSyn rescue (2 entries from above):
SMILES | pAkt inh | GLP-1R inv ag | aSyn rescue
O=C1Nc2c(c(=O)[nH]c(=O)n2-c2ccc(Cl)cc2)C1(NS(=O)(=O)c1ccccc1)C(F)(F)F (configuration not stated) | / | 4% | /
C=CCNC(=O)CN(Cc1ccccc1)S(=O)(=O)c1ccccc1 | i | 3% | 2%

Remaining list, next part.
Results follow in this order: GLP-1R inv ag | TDP-43 yeast inh | aSyn rescue | FUS yeast rescue | GLP1R cytotox | PTHR1 agonist | Mm-Cpn inhibitor | pAkt inh | Abeta yeast res
Clc1ccccc1-c1cnc2sc(NCc3ccc4c(c3)OCO4)nn12
  -11% | 4µM* | 7% | 2% | -22% | -21% | / | i | -24%
CC(C)(C)Cc1nc(-c2ccc(Cl)cc2)no1
  1% | -10% | -37%[inhibitor] | 7% | 8% | -12% | 0% | i | 3%
COc1cc(O)c(C(CC(=O)N2CCCC2)c2ccc(N(C)C)cc2)c(OC)c1 (configuration not stated)
  7% | -8% | 0% | 7% | 4% | i | -6% | i | -2%
CCC(CC)COC(=O)C(C#N)c1nc2ccccc2nc1N1CCOCC1 (configuration not stated)
  -4% | 20µM* | 6% | 45% | 15% | -17% | 0% | i | -33%[inhibitor]
Cc1cccc(C)c1NC(=O)NC1(C(=O)NCC2CCCO2)CCCCC1 (configuration not stated)
  0% | -9% | 0% | 8% | 7% | ? | 0% | i | -2%
CC1=C(C(=O)OCc2ccc3c(c2)OCO3)C(c2ccccc2)NC(=O)N1 (configuration not stated)
  3.2µM* | -16% | 6% | 7% | ? | i | 1% | i | 4%
COc1ccc(CN2CC(C(=O)NCCN3CCOCC3)CC2=O)cc1 (configuration not stated)
  11% | 0% | -5% | 6% | -1% | i | 1% | i | 3%
NC1=NC(c2cn[nH]c2-c2cccc(F)c2)n2c(nc3ccccc32)N1 (configuration not stated)
  -5% | 12% | -3% | 22% | -7% | -23% | 2% | i | -9%
CCCc1ccc2c(N)c(C#N)sc2n1
  101%[activator] | ? | 3% | -1% | -9% | -4% | -2% | i | 14%
O=C(CN1CCN(CN2C(=O)NC3(CCCCCC3)C2=O)CC1)Nc1cccc(F)c1
  3% | 0% | 2% | -4% | 1% | -5% | 0% | i | 8%
CC(C)(C)c1ccc(OC(=O)c2ccccc2)cc1
  13% | 3% | 2% | -9% | -16% | -28% | 0% | i | -9%
O=C(COc1ccc2ccccc2c1Br)N1CCCCC1
  10µM* | ? | 3% | 19% | 4% | -14% | -6% | i | -1%
COc1ccc(CCn2c3c(c(=O)[nH]c2=O)C(NC(=O)c2ccccc2F)(C(F)(F)F)C(=O)N3)cc1OC (configuration not stated)
  8% | 11% | / | -4% | 1% | -24% | / | / | 7%
COc1ccc(S(=O)(=O)N2CCOCC2)cc1Cl
  20% | -11% | 3% | -10% | -12% | 0% | 3% | i | 9%
CCOC(=O)CSc1nnc(-c2ccc3ncccc3c2)n1C
  9% | 5% | 1% | -4% | -1% | i | 1% | i | -7%
O=C(NC1CCCC1)c1cccc(S(=O)(=O)Nc2ccccc2F)c1
  -12% | 17% | 0% | -16% | 2% | -14% | 1% | i | -7%
COc1ccc(C(c2nnnn2Cc2ccccc2)N2CCN(C(=O)c3ccco3)CC2)cc1 (configuration not stated)
  -29% | 10% | 11% | 13% | -18% | -15% | 0% | i | 2%
CN(C(=O)COC(=O)c1ccc(Cl)cc1N)C1CCCCC1
  -6% | 26% | 5% | -5% | -4% | -31%[inhibitor] | -1% | i | 4%
COc1cc(C(=O)Nc2ccc3nc(N4CCOCC4)sc3c2)cc(OC)c1OC
  20% | 26% | 6% | -8% | -8% | -3% | -3% | i | 4%

Compound activity from PubChem BioAssay.
